CDK5 inh – blocks human CDK5/p35 kinase activity | Q00535+Q15078 | Recombinant CDK5/p35, ADP-Glo luminescence, 60 min | inhibition, % at 10 µM | 330,000 tested, 0.01% active | AID 488839;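 active means highest replicate inhibition of at least 50% and at least 75% of replicates reaching 50%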;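 further: plate controls were DMSO neutral control for no effect and GW8510 at 10 µM for full effect; many of its hits are not listed in these tables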
Target sequence (Q00535 whole entry, looked up): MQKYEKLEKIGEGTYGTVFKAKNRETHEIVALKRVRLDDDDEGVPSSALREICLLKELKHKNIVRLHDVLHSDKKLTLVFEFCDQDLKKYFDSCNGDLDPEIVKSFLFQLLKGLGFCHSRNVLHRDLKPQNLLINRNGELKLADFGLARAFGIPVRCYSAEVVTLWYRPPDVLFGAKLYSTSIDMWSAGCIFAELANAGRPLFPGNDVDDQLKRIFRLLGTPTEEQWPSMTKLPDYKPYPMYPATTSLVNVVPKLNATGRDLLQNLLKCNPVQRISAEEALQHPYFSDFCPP
Target sequence (Q15078 whole entry, looked up): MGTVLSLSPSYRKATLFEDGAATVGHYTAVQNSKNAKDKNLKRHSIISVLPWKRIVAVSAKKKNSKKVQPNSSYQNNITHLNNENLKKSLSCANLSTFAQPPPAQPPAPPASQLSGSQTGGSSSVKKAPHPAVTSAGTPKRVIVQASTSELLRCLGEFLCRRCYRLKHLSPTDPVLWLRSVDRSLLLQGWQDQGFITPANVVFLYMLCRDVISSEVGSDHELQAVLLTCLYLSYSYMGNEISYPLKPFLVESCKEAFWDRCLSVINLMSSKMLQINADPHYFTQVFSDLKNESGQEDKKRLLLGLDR
Rtt109 Vps75 – inhibitors of Candida albicans Rtt109/Vps75 histone acetyltransferase; purified Rtt109/Vps75, ThioGlo CoA-SH fluorescence, 4 h; inhibition, % at 34.9 µM; 330,000 tested, 0.16% active;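 active means inhibition of at least 50% in every replicate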
CAL PDZ FP-1 – inhibitors of human CAL PDZ peptide binding. Q9HD26. purified CAL PDZ, TMR-peptide fluorescence polarization, 1 h. inhibition, % at 24.9 µM. 300,000 tested, 0.92% active. AID 602252;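 active means mean inhibition of at least 30% with at least half of replicates also reaching 30%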;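 further: 0% = DMSO neutral control and 100% = excess unlabeled competitor peptide PRC23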
V-ATPase pH – alters yeast V-ATPase proton transport; S. cerevisiae, pHLuorin cytosolic pH fluorescence; AID 504577; 350,000 tested, 0.37% active; response, % at 10 µM; in the data active means response mostly above about 7.3%, no sharp cut-off; inactive means mostly below about 5.4%; further: actives read high; inactives centre near 0; some compounds called inactive have numbers as strong as hits
CAL PDZ FP-2 – blocks peptide binding to human CAL PDZ domain | purified CAL PDZ, TMR-peptide fluorescence polarization, 1 h | 330,000 tested, 0.02% active | inhibition, % at 20 µM | AID 504414;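 active means highest replicate inhibition of at least 40%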;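 further: plate controls were DMSO neutral control wells for no effect and unlabeled competitor peptide control wells for full effect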
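Control set: unlabelled peptide and DMSO controls / Material: purified CerCALP PDZ construct / Timing: 1 h incubation at room temperature before polarization reading / Doses: 20 µM, one dose / Detection: fluorescence polarization (mP)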
Wnt bcat act – activates Wnt/beta-catenin signaling in a reporter cell assay | AID 743398 | activation, % at 9.35 µM | activator, plate reader | 300,000 tested, 1.2% active; in the data active means activation above about 30%, passing the limit was not always enough;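 further: 0% = neutral control wells and 100% = positive control wells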
RTF Ca sens act – cardiac RTF calcium sensitization | IANBD-labeled TnC RTF fluorescence at EC20 calcium; 0% EC20 calcium, 100% full calcium | 340,000 tested, 0.24% active | AID 493008 | activation, % at 7.2 µM | P19429+P45379;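 active means activation above the mean over all tested compounds plus 3 SD, cut at about 30% in these data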;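 further: rise in fluorescence read as greater calcium sensitivity of cardiac thin filaments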
MITF TRPM1 HTS – increases MITF-driven TRPM1 promoter luciferase signal; SK-MEL-5 TRPM1-promoter luciferase, 24 h; % of positive control, neutral wells = 0; activation, % at 12.5 µM; 300,000 tested, 0.75% active;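 active means mean activation of at least 80% with every replicate also reaching 80%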;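 further: 0% = neutral control wells and 100% = parthenolide positive control wells; values of inactives mirror those of a sister screen read the other way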
Tat export inh – inhibitors of E. coli Tat protein transport. AID 488895. E. coli MC4100 TorA-mCherry Tat export, fluorescence. inhibition, % at 10 µM. 340,000 tested, 0.036% active;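 active means mean replicate inhibition at least 50% and at least half of replicates individually reaching 50%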;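 further: exported cargo escapes ClpAP degradation while cytoplasmic cargo is degraded and loses fluorescence; 0% = median of neutral control wells and 100% = median of NaSCN control wells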
dFosB act – enhances mouse delta FosB homodimer DNA binding | 340,000 tested, 0.99% active | activation, % at 25 µM | purified delta FosB, TAMRA-CDK5 oligo fluorescence polarization; percent of positive-control signal above neutral wells;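 active means mean activation above about 17%, with every replicate also reaching it, limit read from the data, passing the limit was not always enough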;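 further: fluorescence polarization rise as delta FosB binds a TAMRA Cdk5 AP-1 oligo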
Target sequence (P13346 whole entry, looked up): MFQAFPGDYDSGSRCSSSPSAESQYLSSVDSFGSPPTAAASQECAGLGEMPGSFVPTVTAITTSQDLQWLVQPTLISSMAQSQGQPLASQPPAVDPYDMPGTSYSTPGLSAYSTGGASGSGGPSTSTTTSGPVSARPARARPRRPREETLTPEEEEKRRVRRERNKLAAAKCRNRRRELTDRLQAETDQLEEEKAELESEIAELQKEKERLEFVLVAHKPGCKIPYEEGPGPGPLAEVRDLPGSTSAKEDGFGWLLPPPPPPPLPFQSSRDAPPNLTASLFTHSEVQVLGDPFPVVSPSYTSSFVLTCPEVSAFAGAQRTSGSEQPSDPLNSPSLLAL
Starred values were filed as active, the others as inactive.

`O=c1c2c(-c3ccccc3)csc2nc2c3ccccc3c(NCCN3CCOCC3)nn12` gave CDK5 inh -7.3, Rtt109 Vps75 -2, CAL PDZ FP-1 -10, V-ATPase pH 3, CAL PDZ FP-2 -9.0, Wnt bcat act 19, RTF Ca sens act 6, MITF TRPM1 HTS -5, Tat export inh 14 and dFosB act -202.
For C[C@H](CO)N1C[C@H](C)[C@@H](CN(C)S(C)(=O)=O)Oc2ccc(NC(=O)CCN3CCOCC3)cc2C1=O the results were CDK5 inh -2.3, Rtt109 Vps75 6, CAL PDZ FP-1 -3, V-ATPase pH -3, CAL PDZ FP-2 0.0, Wnt bcat act -1, RTF Ca sens act 0, MITF TRPM1 HTS -7, Tat export inh 1 and dFosB act -1.
Screening N=c1n(CCCOc2ccc(Br)cc2)c2ccccc2n1CC(N)=O returned CDK5 inh 0.1, Rtt109 Vps75 10, CAL PDZ FP-1 4, V-ATPase pH -2, CAL PDZ FP-2 -1.7, Wnt bcat act 5, RTF Ca sens act -6, MITF TRPM1 HTS 13, Tat export inh -6 and dFosB act -7.
For COC(=O)CSc1nnc(CNC(=O)c2ccc(OC)c(OC)c2)n1C the results were CDK5 inh -2.8, Rtt109 Vps75 -9, CAL PDZ FP-1 38*, V-ATPase pH -3, CAL PDZ FP-2 -1.6, Wnt bcat act -1, RTF Ca sens act 2, MITF TRPM1 HTS 3, Tat export inh 4 and dFosB act 0.
For Cc1cccc2c3nc4ccccc4nc3n(CCCN3C(=O)c4ccccc4C3=O)c12 the results were CDK5 inh 0.5, Rtt109 Vps75 -6, CAL PDZ FP-1 5, V-ATPase pH -4, CAL PDZ FP-2 -2.1, Wnt bcat act 5, RTF Ca sens act -2, MITF TRPM1 HTS 3, Tat export inh 0 and dFosB act -15.
`Cc1noc(COc2ccccc2OCC(O)CNC(C)(C)C)n1` (configuration not stated) gave CDK5 inh 0.0, Rtt109 Vps75 -11, CAL PDZ FP-1 0, V-ATPase pH -3, CAL PDZ FP-2 -0.4, RTF Ca sens act 1, MITF TRPM1 HTS 0, Tat export inh 7 and dFosB act 2.
Screening CN1CCC(N(C)S(=O)(=O)c2ccc(F)cc2F)CC1 returned CDK5 inh 0.4, Rtt109 Vps75 0, CAL PDZ FP-1 -3, V-ATPase pH -5, CAL PDZ FP-2 -3.1, Wnt bcat act -3, RTF Ca sens act -7, MITF TRPM1 HTS 0, Tat export inh -3 and dFosB act 4.
`COc1cccc(CNC(=O)CC2Sc3ccccc3NC2=O)c1` (configuration not stated) gave CDK5 inh -1.4, Rtt109 Vps75 -13, CAL PDZ FP-1 3, V-ATPase pH -1, CAL PDZ FP-2 0.2, Wnt bcat act 0, RTF Ca sens act -2, MITF TRPM1 HTS 2, Tat export inh 0 and dFosB act 12.
`CCOC(=O)N1CCN(C(=O)c2ccc3c(=O)n(-c4ccc(F)cc4)c(=S)[nH]c3c2)CC1` gave CDK5 inh -3.1, Rtt109 Vps75 3, CAL PDZ FP-1 -25, V-ATPase pH -2, Wnt bcat act -2, RTF Ca sens act 8, Tat export inh 0 and dFosB act 2.
For Cc1cccc(N(Cc2ccccc2F)S(C)(=O)=O)c1 the results were CDK5 inh 0.7, Rtt109 Vps75 5, CAL PDZ FP-1 -4, V-ATPase pH -3, CAL PDZ FP-2 -1.3, Wnt bcat act -1, RTF Ca sens act 1, MITF TRPM1 HTS -1, Tat export inh 5 and dFosB act 1.
`Cc1ccc(-c2csc3ncnc(SCC(=O)c4ccc5c(c4)OCCO5)c23)cc1` gave CDK5 inh -0.6, Rtt109 Vps75 0, V-ATPase pH -2, CAL PDZ FP-2 -0.9, RTF Ca sens act -1, MITF TRPM1 HTS -13, Tat export inh -1 and dFosB act -11.
O=C(CC12CC3CC(CC(C3)C1)C2)NCCN1CCOCC1 was read as CDK5 inh 1.0, Rtt109 Vps75 -4, CAL PDZ FP-1 -1, V-ATPase pH 0, CAL PDZ FP-2 -0.3, RTF Ca sens act -1, MITF TRPM1 HTS -12, Tat export inh 0 and dFosB act 5.
`CN(NC(=O)c1c(Cl)cccc1Cl)c1cccc(Cl)n1` gave CDK5 inh 2.6, Rtt109 Vps75 -3, CAL PDZ FP-1 -4, V-ATPase pH -2, CAL PDZ FP-2 -1.1, Wnt bcat act 0, RTF Ca sens act 1, MITF TRPM1 HTS 9, Tat export inh 2 and dFosB act 1.
Cc1cccc(C)c1NC(=O)CNC(=O)C1CCCC1 was read as CDK5 inh 0.8, Rtt109 Vps75 -3, CAL PDZ FP-1 -3, V-ATPase pH 0, CAL PDZ FP-2 -0.5, Wnt bcat act 1, RTF Ca sens act -7, MITF TRPM1 HTS 5, Tat export inh 0 and dFosB act 1.
`Cc1ccc(S(=O)(=O)N2CCCCC2)cc1NC(=O)COC(=O)Cc1cccc(C(F)(F)F)c1` gave CDK5 inh 1.0, Rtt109 Vps75 4, CAL PDZ FP-1 -1, V-ATPase pH 0, CAL PDZ FP-2 -0.6, Wnt bcat act 0, RTF Ca sens act -3, MITF TRPM1 HTS -1, Tat export inh 6 and dFosB act -5.
`Cc1cccc(NC(=S)NC2CC3CCCC(C2)N3CC(C)C)c1` (configuration not stated) gave CDK5 inh 1.5, Rtt109 Vps75 3, CAL PDZ FP-1 -8, V-ATPase pH -3, RTF Ca sens act 4, Tat export inh -6 and dFosB act -10.
Screening Cc1ccc(C(=O)OCC(=O)NCCC2=CCCCC2)cc1N returned CDK5 inh -1.1, Rtt109 Vps75 -2, CAL PDZ FP-1 0, V-ATPase pH 4, CAL PDZ FP-2 -0.2, Wnt bcat act 0, RTF Ca sens act -2, MITF TRPM1 HTS -7, Tat export inh 1 and dFosB act -3.
O=C(O)c1cccc(NC(=S)NC(=O)c2ccncc2)c1 was read as CDK5 inh 1.3, Rtt109 Vps75 9, CAL PDZ FP-1 3, V-ATPase pH -1, CAL PDZ FP-2 -0.6, Wnt bcat act 0, RTF Ca sens act -1, MITF TRPM1 HTS -12, Tat export inh -6 and dFosB act 0.
CC(C)N(C(=O)[C@H]1C[C@H](CC(=O)NCCc2ccccn2)C(=O)N2CCc3c([nH]c4cc(-c5ccco5)ccc34)[C@]12C)C(C)C was read as CDK5 inh -0.1, Rtt109 Vps75 5, CAL PDZ FP-1 -1, V-ATPase pH 0, CAL PDZ FP-2 -1.1, Wnt bcat act -1, RTF Ca sens act 5, MITF TRPM1 HTS -17, Tat export inh 7 and dFosB act -24.
Cn1nnnc1SCc1csc(C2C(C#N)=C(N)OC3=C2C(=O)CCC3)c1 (configuration not stated) was read as CDK5 inh 0.0, Rtt109 Vps75 5, CAL PDZ FP-1 3, V-ATPase pH -1, CAL PDZ FP-2 -2.2, Wnt bcat act 0, RTF Ca sens act 0, MITF TRPM1 HTS -2, Tat export inh -1 and dFosB act 3.
`O=c1[nH]c(CN2CCOCC2)nc2cc(Cl)ccc12` gave CDK5 inh 0.4, Rtt109 Vps75 2, CAL PDZ FP-1 -3, V-ATPase pH 7, CAL PDZ FP-2 0.5, Wnt bcat act -2, RTF Ca sens act 2, MITF TRPM1 HTS 0, Tat export inh -6 and dFosB act -1.
Screening CC(C)c1cc(C(=O)N/N=C/c2ccoc2)cs1 returned CDK5 inh 1.1, Rtt109 Vps75 -6, CAL PDZ FP-1 -3, V-ATPase pH 3, CAL PDZ FP-2 -2.3, Wnt bcat act 6, RTF Ca sens act 2, MITF TRPM1 HTS 9, Tat export inh 5 and dFosB act -10.
`CCc1ccccc1NC(=O)C1CCCN1C(=O)Nc1ccc(C)cc1` (configuration not stated) gave CDK5 inh -0.6, Rtt109 Vps75 -1, CAL PDZ FP-1 -3, V-ATPase pH 2, CAL PDZ FP-2 -1.9, Wnt bcat act -3, RTF Ca sens act 2, MITF TRPM1 HTS -3, Tat export inh 3 and dFosB act -4.
For COc1ccc(Cc2nnc(-c3ccc(F)cc3)o2)cc1OC the results were CDK5 inh -0.3, Rtt109 Vps75 -8, V-ATPase pH 1, CAL PDZ FP-2 -1.7, Wnt bcat act 2, RTF Ca sens act 0, MITF TRPM1 HTS 1, Tat export inh 16 and dFosB act -1.
`Cc1ccc(C2=NN(C(=O)CCC(=O)O)C(c3cccs3)C2)cc1` (configuration not stated) gave CDK5 inh 0.6, Rtt109 Vps75 -2, CAL PDZ FP-1 -3, V-ATPase pH -3, CAL PDZ FP-2 -0.5, Wnt bcat act -1, RTF Ca sens act 1, MITF TRPM1 HTS 4, Tat export inh 2 and dFosB act 1.
`Nc1nc(N)nc(-c2ccccc2O)n1` gave CDK5 inh 23, Rtt109 Vps75 -5, CAL PDZ FP-1 -4, V-ATPase pH 1, Wnt bcat act 4, RTF Ca sens act -1, MITF TRPM1 HTS 3, Tat export inh 5 and dFosB act 7.
Screening COc1ccc(NS(=O)(=O)c2ccc(OCC(=O)N3CCOCC3)cc2)cc1 returned CDK5 inh -0.9, Rtt109 Vps75 -1, CAL PDZ FP-1 -3, V-ATPase pH -3, CAL PDZ FP-2 -0.4, RTF Ca sens act -3, MITF TRPM1 HTS -17, Tat export inh -2 and dFosB act -8.
`Cc1ccc(S(=O)(=O)N2CCOCC2)cc1NC(=O)C1CC(=O)N(c2ccc3c(c2)OCCO3)C1` (configuration not stated) gave CDK5 inh 0.2, Rtt109 Vps75 3, CAL PDZ FP-1 4, V-ATPase pH -1, CAL PDZ FP-2 -0.6, Wnt bcat act 0, RTF Ca sens act -1, MITF TRPM1 HTS -5, Tat export inh 1 and dFosB act -8.
CCOc1ccc(OCCSc2nc3ccccc3n2CC(=O)O)cc1 was read as CDK5 inh 0.3, Rtt109 Vps75 -3, CAL PDZ FP-1 -2, V-ATPase pH -1, CAL PDZ FP-2 -0.2, Wnt bcat act 1, RTF Ca sens act -2, Tat export inh -7 and dFosB act 1.
Screening COc1ccccc1OCC(=O)N/N=C1/SCC(=O)N1Cc1ccccc1 returned CDK5 inh 2.2, Rtt109 Vps75 -11, V-ATPase pH 0, CAL PDZ FP-2 -0.5, Wnt bcat act 0, RTF Ca sens act 2, MITF TRPM1 HTS 3, Tat export inh 13 and dFosB act -8.
For O=C(Nc1ccccc1O)c1cc(S(=O)(=O)N2CCOCC2)ccc1Cl the results were CDK5 inh 0.3, Rtt109 Vps75 20, CAL PDZ FP-1 -24, V-ATPase pH -1, CAL PDZ FP-2 -0.6, Wnt bcat act -2, RTF Ca sens act -9, MITF TRPM1 HTS -9, Tat export inh 2 and dFosB act 4.
COc1cc(CNc2ccc(N3CCOCC3)cc2)ccc1OCC(=O)NC(C)(C)C was read as CDK5 inh 0.8, Rtt109 Vps75 -12, V-ATPase pH -3, CAL PDZ FP-2 1.5, Wnt bcat act 0, RTF Ca sens act 1, MITF TRPM1 HTS -5, Tat export inh -1 and dFosB act -1.
For CCOc1ccccc1NC(=O)C1CCCN(C(=O)NCc2ccccc2)C1 (configuration not stated) the results were CDK5 inh -1.0, CAL PDZ FP-1 -1, V-ATPase pH 4, CAL PDZ FP-2 -1.4, Wnt bcat act -5, RTF Ca sens act -7, Tat export inh -3 and dFosB act 7.
COc1cccc(OC)c1C(=O)NC(=S)NNC(=O)[C@H]1C[C@@H]1c1ccccc1 was read as CDK5 inh 0.7, Rtt109 Vps75 1, CAL PDZ FP-1 4, V-ATPase pH -3, CAL PDZ FP-2 0.2, Wnt bcat act 1, RTF Ca sens act -2, Tat export inh 3 and dFosB act -3.
